# PHOSPHO1 inh – PubChem AID 1565; Phosphoethanolamine/phosphocholine phosphatase (Homo sapiens), Q8TCT1; recombinant PHOSPHO1, absorbance phosphatase assay; inhibition, % at 13.3 µM; 1.1% of 290,000 active; in the data active = inhibition above about 60%
# Target sequence (Q8TCT1 whole entry, looked up): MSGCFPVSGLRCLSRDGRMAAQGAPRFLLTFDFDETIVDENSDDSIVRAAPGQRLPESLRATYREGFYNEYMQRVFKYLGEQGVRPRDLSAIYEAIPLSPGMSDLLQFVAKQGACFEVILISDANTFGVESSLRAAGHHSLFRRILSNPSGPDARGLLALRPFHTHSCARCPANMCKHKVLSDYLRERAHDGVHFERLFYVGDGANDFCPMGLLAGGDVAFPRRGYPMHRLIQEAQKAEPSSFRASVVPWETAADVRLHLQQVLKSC
# NS3 helicase inh – inhibitors of HCV NS3 helicase, primary screen, biochemical, Cy5 molecular beacon fluorescence | Hepatitis C virus NS3 helicase | NS3 helicase DNA unwinding | inhibition, % at 10.9 µM | 0.56% of 290,000 active;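 active = inhibition above the mean of all tested compounds plus 3 SD, set per campaign, cut at about 35% in these data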;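 note: 0% = DMSO wells and 100% = thioflavine S control wells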
#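 Measured by: Cy5 fluorescence, 0 and 60 min reads / Assay system: NS3 helicase fragment of HCV / Control set: low DMSO, high thioflavine S at 110 µM / Times: 1 h reaction at 25 °C, ATP-initiated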
# GalR3 antagonist – GalR3 antagonists in HEK293 cells, primary screen, cell-based, fluorescence readout | inhibition, % at 3 µM | 0.44% of 360,000 active | Galanin receptor type 3 (Homo sapiens), O60755 | AID 651719, 2012 | HEK293 GalR3-CNG cAMP membrane potential fluorescence; galR3 body fused to GalR1 C-terminus;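 active = inhibition above the screen-wide average plus 3 SD, cut at about 13% in these data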;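 note: forskolin and galanin both at EC90 stimulate the cells; cAMP rise reported by CNG channel membrane potential dye signal; 0% = forskolin plus galanin with DMSO and 100% = forskolin alone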
# FID counter – compounds displacing fluorescent DNA intercalator, primary screen, artefact control for HCV NS3 helicase inhibitor project, biochemical, FID fluorescence. 0.17% of 290,000 active. inhibition, % at 7.9 µM. DNA fluorescent intercalator displacement; in the data active = inhibition above about 37%;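 note: 0% = vehicle and 100% = reference compound; higher means more ethidium bromide displaced from hairpin DNA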
# GPR7 antagonist – GPR7 receptor antagonists, primary screen, cell-based, fluorescence, single concentration; Neuropeptides B/W receptor type 1 (Homo sapiens), P48145; GPR7-expressing cells, fluorescence antagonist assay; inhibition, % at 4.4 µM; 1.1% of 290,000 active; in the data active = inhibition above about 16%, passing the limit was not always enough;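 note: cells stimulated with the agonist NPW; 0% = agonist with vehicle and 100% = vehicle without agonist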
# Target sequence (P48145 whole entry, looked up): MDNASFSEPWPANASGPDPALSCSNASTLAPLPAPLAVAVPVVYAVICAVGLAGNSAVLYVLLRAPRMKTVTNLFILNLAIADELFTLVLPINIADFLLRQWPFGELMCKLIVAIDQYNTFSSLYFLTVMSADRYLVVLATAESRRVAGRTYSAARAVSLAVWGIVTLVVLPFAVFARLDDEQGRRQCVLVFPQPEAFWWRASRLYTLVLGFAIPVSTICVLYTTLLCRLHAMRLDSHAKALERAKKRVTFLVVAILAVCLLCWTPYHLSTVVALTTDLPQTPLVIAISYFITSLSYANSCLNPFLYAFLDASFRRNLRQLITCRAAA
# IMP-1 inh – IMP-1 metallo-beta-lactamase inhibitors, primary screen, biochemical, epi-absorbance readout, Pseudomonas aeruginosa enzyme | metallo-beta-lactamase IMP-1 (Pseudomonas aeruginosa) | purified IMP-1, nitrocefin hydrolysis, epi-absorbance fluorescence | inhibition, % at 5.6 µM | 0.45% of 290,000 active | AID 1556, 2009;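 active = inhibition above the mean plus 3 SD of all compounds in the same screening run, cut at about 4.5% in these data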;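 note: 0% = IMP-1 with DMSO and 100% = DMSO wells lacking enzyme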
#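 System: Purified recombinant IMP-1 metallo-beta-lactamase enzyme | Measured by: Fluorescence quenching readout, ex 480/em 530 nm | Replication: Singlicate | Incubation: 15 min preincubation plus 25 min reaction at 25 °C | Evaluation: Percent inhibition from optical density relative to buffer-blank wells | Benchmarks: DMSO with and without IMP-1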
# V1aR counter – agonists of human V1a receptor, primary screen, counter-screen for OXTR agonist project, fluorescence, CHO-V1R cells. Vasopressin V1a receptor (Homo sapiens), P37288. Fluo-8 calcium fluorescence, agonist mode; 0% DMSO, 100% 3 nM vasopressin. activation, % at 3 µM. 0.25% of 320,000 active. AID 2797, 2010;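 active = activation above the mean activation of all tested compounds plus 3 SD, per screening run, cut at about 20% in these data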;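 note: signal is peak over basal fluorescence ratio across a 100 second FLIPR read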
# OXTR ag – human OXTR agonists, primary screen, fluorescence, CHO-OTR cells, Fluo-8 calcium; 0.32% of 320,000 active; Oxytocin receptor (Homo sapiens), P30559; Fluo-8 calcium fluorescence; normalized: DMSO 0%, oxytocin 100%; activation, % at 3 µM;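 active = activation above the mean of all tested compounds plus 3 SD, cutoff set per screening run, cut at about 20% in these data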;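 note: peak over basal fluorescence ratio from a 100 s FLIPR kinetic read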
# Target sequence (P30559 whole entry, looked up): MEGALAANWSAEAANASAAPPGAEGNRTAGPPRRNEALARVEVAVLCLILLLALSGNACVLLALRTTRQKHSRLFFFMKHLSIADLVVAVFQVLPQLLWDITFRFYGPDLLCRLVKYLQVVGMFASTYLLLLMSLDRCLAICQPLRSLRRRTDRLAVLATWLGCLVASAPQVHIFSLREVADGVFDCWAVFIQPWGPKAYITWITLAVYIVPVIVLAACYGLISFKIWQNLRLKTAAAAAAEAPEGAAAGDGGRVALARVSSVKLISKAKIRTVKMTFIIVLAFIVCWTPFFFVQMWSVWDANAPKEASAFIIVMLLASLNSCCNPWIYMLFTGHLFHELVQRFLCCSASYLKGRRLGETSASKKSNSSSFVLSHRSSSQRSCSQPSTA
# VIM-2 inh – VIM-2 metallo-beta-lactamase inhibitors, primary screen, biochemical, epi-absorbance readout, Pseudomonas aeruginosa enzyme; purified VIM-2, nitrocefin hydrolysis, epi-absorbance fluorescence; inhibition, % at 5.6 µM; 0.89% of 290,000 active; AID 1527, 2009;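 active = inhibition above the mean of all tested compounds plus 3 SD, cutoff set per screening run, cut at about 7.5% in these data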;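 note: red hydrolysis product quenches plate fluorescence so inhibitors raise well fluorescence; 0% = enzyme with DMSO and 100% = DMSO without enzyme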
# * = called active by the depositor; / = no result given.
SMILES,PHOSPHO1 inh,NS3 helicase inh,GalR3 antagonist,FID counter,GPR7 antagonist,IMP-1 inh,V1aR counter,OXTR ag,VIM-2 inh
CC(C)=CCC12CN3CCN(CC(C3)C1=O)C2,10,0,-6,-2,-15,-4.3,-0.4,-0.5,-8.1
COc1cc2c(cc1OC)[C@@H]1C(=O)c3ccc4c(c3O[C@@H]1CO2)C[C@H](C(C)C)O4,1,-7,98*,-33,21*,-0.4,14,11,1.6
Cc1ncc([N+](=O)[O-])n1CCOc1nonc1N,48,-4,-7,-1,-4,-2.2,0.5,0.5,-0.4
O=Cc1cn(Cc2ccc(F)cc2)c2ccccc12,24,-4,-2,1,-7,0.0,3.6,0.5,-0.8
C[C@@]1([C@@H](NP(=O)(c2ccccc2)c2ccccc2)c2ccccc2)C[C@H]1CCO,1,2,-5,-43,-1,-2.5,-1.1,-0.5,-1.6
Cc1cc(/C=C2\C(=O)NC(=O)N(c3cccc(F)c3)C2=O)c(C)n1-c1cc(C(=O)O)cc(C(=O)O)c1,27,23,1,-15,-2,-0.5,1.1,0.3,-5.2
CCCCCn1c(=O)c(C(=O)Nc2ccccc2)c(O)c2ccccc21,-2,6,-2,-2,4,1.4,1.2,1.3,0.9
C=CCN1C(=O)C2(C(C(=O)OCC)=C(N)Oc3c2c(=O)oc2ccccc32)c2ccccc21 (stereo not given),-3,17,0,-40,-5,-1.9,0.9,1.4,-0.4
FC(F)(F)c1ccccc1NC1=NCCCS1,20,-8,5,-5,-11,-2.2,-0.4,0.8,-1.1
NC(=O)CS(=O)C(c1ccccc1)c1ccccc1 (stereo not given),48,-9,/,0,-11,-1.7,/,/,-2.5
CCCS(=O)(=O)N1CCCC(C(=O)N2CCC3(CC2)OCCO3)C1 (stereo not given),-7,4,-1,-1,-12,-1.6,-0.9,1.1,-1.4
Cn1cc[n+](C)c1P(=S)(c1ccccc1)c1ccccc1,-80,-5,-8,3,-19,-1.2,-0.1,0.4,-1.4
N#CCCn1cc(C(=O)Nc2ccc(F)cc2)c(-c2ccccc2)n1,/,-7,-9,-4,-18,-3.1,/,/,-1.5
O=C(COC(=O)Cc1ccccc1)NC12CC3CC(CC(C3)C1)C2,-36,1,-3,-21,-10,-0.8,-0.7,-2.0,-1.1
O=C(O)CCn1cc(C=C2C(=O)NC(=S)NC2=O)c(-c2cccc(Br)c2)n1,1,6,-4,-7,-5,-3.4,-0.8,-0.7,-5.2
Cc1ccccc1-n1c(C)nc2ccccc2c1=O,44,10,-2,7,4,-4.2,-0.2,-0.1,-4.2
CCN(CC)CCCN=Cc1c(O)n(-c2cccc(C)c2C)c(=O)[nH]c1=O,-3,11,1,-4,-10,-3.4,0.8,3.9,-2.1
COC(=O)c1c(C)n(Cc2ccccc2)c2ccc(O)cc12,30,-13,-4,-22,-19,-2.9,4.8,0.5,-2.2
O=C(O)c1nn(Cc2ccc(Cl)cc2Cl)c2ccccc12,24,29,1,-40,-12,-2.5,0.3,1.1,-0.2
CC1=CC2/C=C(\C)CCC(O)C(O)/C=C/C(=O)C23C(=O)NC(CC(C)C)C3C1C (stereo not given),48,-8,/,-39,5,-2.1,-0.1,-0.8,-4.3
CN1CCN(c2ccc(C(F)(F)F)cc2N)CC1,40,-3,-8,0,-14,-1.4,0.8,1.1,-2.0
O=C(N=Nc1c(O)[nH]c(=O)[nH]c1=O)C1COc2ccccc2O1 (stereo not given),8,2,-8,2,-1,-0.5,0.6,-0.1,2.4
CCN(CC)c1ccc(/C=C2/C(=O)NC(=O)N(CC3CCCO3)C2=O)cc1 (stereo not given),12,3,-4,-5,0,-2.0,2.5,1.3,2.2
CC1(C)CC(=O)C=C(NCCN2CCN(C(=O)Cc3ccc(Cl)cc3)CC2)C1,10,-3,-2,-19,-8,-4.4,-0.5,-1.5,0.9
CCCCn1c(=O)c(C=Nc2cc([N+](=O)[O-])ccc2OC)c(O)n(CCCCl)c1=O,-7,4,-7,-27,-4,-1.5,0.8,-0.4,-2.5
Cn1c(O)c(C=NCCCN2CCCC2=O)c(=O)n(C)c1=O,5,4,-1,-4,-13,-3.7,1.7,0.4,-0.9
CCOP(=O)(OCC)c1cccc(OP(=O)(c2cccc([N+](=O)[O-])c2)c2cccc([N+](=O)[O-])c2)c1,8,-10,-5,3,-10,-1.4,0.5,-0.2,0.0
CCCCn1c(O)c(C(C)=NCc2cccnc2)c(=O)[nH]c1=O,8,0,-2,-7,7,-1.4,-0.8,-0.7,-2.3
Cn1cc(C(O)CN2CCCCC2)c2ccccc21 (stereo not given),20,1,-9,-4,-21,-1.6,-1.4,-0.1,-1.0
COc1ccc(NC(=O)CN2CC=C(c3ccccc3)CC2)cc1S(=O)(=O)N1CCOCC1,28,-11,-2,-13,2,-3.6,0.5,-0.1,-7.3
COc1cccc(C(=O)C2CCCN(Cc3ccccn3)C2)c1 (stereo not given),41,4,-3,0,-6,-1.3,0.2,-0.6,-2.8
CCOc1cc(CNC(C)C(O)c2ccccc2)cc(Cl)c1OCC (stereo not given),-12,-71,-6,28,0,-3.5,6.0,6.7,-1.9
CCOc1ccc(-c2cc(C)[n+](CCc3ccc(OC)c(OC)c3)c(-c3ccc(OCC)cc3)c2)cc1,23,-78,-11,30,54*,-2.0,/,/,-0.1
CC1CCCN(C(=O)CN2C3CCC2CC(O)(c2ccc(F)cc2)C3)C1 (stereo not given),12,-4,-9,4,3,-0.2,0.8,0.4,-2.1
Cc1ccc2c(c1)C1CN(C)CCC1N2C(=S)Nc1cccnc1 (stereo not given),6,2,-11,-2,-9,-0.4,-1.0,0.6,0.9
Cc1ccc(N2C(=O)NC(=O)C3(Cc4ccccc4N4CCCC43)C2=O)cc1 (stereo not given),-10,-2,-1,-9,-14,-2.6,-0.9,1.4,-1.5
CCn1c(O)c(C=Nc2ccc(N3CCOCC3)c(Br)c2)c(=O)n(CC)c1=S,23,0,-5,-2,-9,-0.7,1.0,2.0,-2.9
CCCc1nc2ccccc2c(=O)n1-c1ccc(O)cc1,63*,3,-4,-11,-12,-0.2,-0.5,-0.5,-2.5
CCC(=NCc1cccnc1)c1c(O)n(C2CCCCC2)c(=O)[nH]c1=O,-7,2,-5,-3,-6,-1.2,0.4,0.4,-1.5
CCCCCCCCCCCCn1ccc(=N)cc1,20,-58,76*,20,18,-1.4,18,4.9,-2.3
Cc1nc2cc(-c3ccccc3)nn2c(C)c1CCC(=O)N1CCC2(CC1)OCCO2,-31,1,-2,-13,-4,-1.0,1.6,1.2,-1.9
Cc1cc(/C=C2\C(=O)NC(=O)N(c3ccccc3)C2=O)c(C)n1-c1ccc(C(=O)O)c(Cl)c1,30,12,-8,-29,-12,-1.4,/,/,4.5
CCOP(=O)(OCC)C1(C(=O)O)CCCC1,32,-2,0,-1,-10,-2.0,-0.4,-1.2,-0.7
N=c1ccccn1Cc1ccccc1,-8,-4,0,4,10,-0.2,1.4,-0.5,1.9
COc1cccc(OC)c1CN1CCCC(C(=O)c2cccc(Cl)c2)C1 (stereo not given),/,-24,-3,5,5,-3.2,1.9,2.1,-2.4

# An excerpt of these results, bar-delimited.
molecule | PHOSPHO1 inh | NS3 helicase inh | GalR3 antagonist | FID counter | GPR7 antagonist | IMP-1 inh | V1aR counter | OXTR ag | VIM-2 inh
C=CCN1C(=O)C2(C(C(=O)OCC)=C(N)Oc3c2c(=O)oc2ccccc32)c2ccccc21 (stereo not given) | -3 | 17 | 0 | -40 | -5 | -1.9 | 0.9 | 1.4 | -0.4
FC(F)(F)c1ccccc1NC1=NCCCS1 | 20 | -8 | 5 | -5 | -11 | -2.2 | -0.4 | 0.8 | -1.1

# More records.
SMILES,PHOSPHO1 inh,NS3 helicase inh,GalR3 antagonist,FID counter,GPR7 antagonist,IMP-1 inh,V1aR counter,OXTR ag,VIM-2 inh
Cc1c(/C=C2/CC3C4CC=C5CC(O)CCC5(C)C4CCC3(C)C2=O)cnn1C (stereo not given),/,7,/,-3,-3,-2.6,/,/,-1.1
CCn1c(C)c(C(=O)NCCc2ccccc2)c2cc(OC)ccc21,32,-2,-9,-31,-17,-1.3,/,/,1.4
CCCn1cc(C(=O)O)cn1,-8,-16,-1,3,-1,0.0,1.2,-0.2,-1.3
CCOC(=O)c1c(N)n(CCN2CCOCC2)c2nc3ccccc3nc12,41,1,-9,-10,-7,-0.8,-0.5,0.3,1.5
COc1ccc2ccc(O)c(CN3CC=C(c4ccccc4)CC3)c2c1,-107,-1,-8,-1,-11,-0.6,-0.7,-0.7,-2.4
O=C(Nc1ccc2c(c1)OCO2)c1cn(Cc2ccc(F)cc2)nn1,-20,-1,-4,-7,15,-2.6,2.9,0.5,-4.1
NS(=O)(=O)c1ccc(N=Cc2c(O)n(-c3ccccc3)c(=O)[nH]c2=O)cc1,37,13,9,-10,5,-1.9,0.8,0.5,-2.9
CNCCc1c[nH]c2ccccc12,16,-5,/,0,-9,-1.8,0.1,0.3,-0.2
CC(=O)N(C1=NCCCS1)c1ccc(F)cc1,16,-3,-6,-2,-4,-2.6,-0.6,0.0,-1.7
CC(C)c1oc(=O)cc2c1[C@@H](O)[C@H]1OC(=O)[C@@]3(C)CC[C@@H](O)[C@@]2(C)C13 (stereo not given in full),-21,6,-6,-8,-11,-3.1,1.6,0.2,-3.1
Cc1ccc(C2SCC(=O)Nc3c2c(=O)[nH]n3C2CCOC(C)(C)C2)cc1 (stereo not given),6,0,-6,-12,-6,-1.8,-0.2,-1.2,-2.2
CCCC(=O)c1cc(CP(=O)(OCC)OCC)oc1C,-96,1,-3,-20,-15,-2.1,-0.3,-0.7,-0.7
CC(=O)Nc1ccc(C(=O)OCC(=O)Nc2ccc(Cl)cc2C(=O)c2ccccc2)cc1,-4,-4,-1,-5,11,-0.3,0.0,-1.5,2.7
Nc1c(C(=O)NCCN2CCOCC2)c2nc3ccccc3nc2n1Cc1ccco1,6,6,-3,-6,-2,-1.8,1.2,3.6,15*
CC(=O)O[C@H]1CCC2C3CCC4=CC(=O)CCC4=C3C=C[C@@]21C (stereo not given in full),32,30,-10,-32,7,0.4,4.9,5.4,0.7
Cn1c(=O)c2c(ncn2CCCl)n(C)c1=O,-1,9,-4,-6,-5,-2.1,0.4,-0.2,-2.5
CC(NS(=O)(=O)OCC(Cl)(Cl)Cl)c1ccccc1 (stereo not given),10,1,-2,-11,-9,-0.5,0.4,4.1,0.0
Cc1ccc(N)c(C(=O)c2ccccc2)c1,53,4,-6,-3,8,-0.8,-1.1,-1.6,-0.3
COP(=S)(OC)c1c(C)nn(CCC#N)c1NC(=O)c1ccc(Cl)cc1,45,-6,-4,-21,-3,-2.0,1.1,0.6,-1.2
Cc1cc(NC(=O)CCl)no1,40,2,0,-1,-4,-3.8,1.2,-0.4,-1.1
O=C1/C(=C\c2ccncc2)N2CCC1CC2,20,0,-5,-2,-9,-1.1,0.2,1.3,-0.7

# Bioassay records: PubChem, several laboratories

# Only part of the results is shown, so the mix of outcomes need not match the whole.
